S1P3 antag: S1P3 (human) receptor antagonism; inhibition, % at 4.98 µM; CHO S1P3 NFAT-BLA reporter, FRET fluorescence, antagonist mode; 170,000 tested, 0.27% active; AID 485; Q99500;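 active means inhibition above the plate cutoff, the mean inhibition of test wells on that plate plus 3 SD, cut at about 28% in these data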;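 further: cells challenged with S1P at its EC80 of 0.8 µM; blue over green emission ratio from cleaved BLA substrate after 4 h stimulation; 0% = S1P-stimulated wells and 100% = unstimulated DMSO-only wells; some compounds past the cut are filed as inactive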
Target sequence (Q99500 whole entry, looked up): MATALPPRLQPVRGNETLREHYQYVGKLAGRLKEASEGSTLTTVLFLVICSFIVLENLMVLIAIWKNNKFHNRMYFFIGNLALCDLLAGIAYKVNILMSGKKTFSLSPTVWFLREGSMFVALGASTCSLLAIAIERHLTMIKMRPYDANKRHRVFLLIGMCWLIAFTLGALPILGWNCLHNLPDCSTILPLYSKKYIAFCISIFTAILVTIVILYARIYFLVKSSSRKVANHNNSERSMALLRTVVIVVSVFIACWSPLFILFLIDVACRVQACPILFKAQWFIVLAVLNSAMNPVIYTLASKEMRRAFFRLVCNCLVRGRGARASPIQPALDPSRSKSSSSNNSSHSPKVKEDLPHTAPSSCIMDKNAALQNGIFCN
ROMK mod: modulates human ROMK potassium channel activity; P48048; Tet-inducible ROMK, thallium flux fluorescence; actives lie on both sides; B-score at 10 µM; 130,000 tested, 2% active;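 active means signal ratio slope over the read window, or its plate-corrected B-score, at least 3 SD from the plate mean, either direction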;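 further: B-score of the F/F0 ratio slope over 7 to 12 s after thallium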
bIAP activator: intestinal alkaline phosphatase (bovine) activation | purified bovine IAP, CDP-star luminescence, 30 min; active compounds read high; fold of DMSO-control signal, blank-subtracted | activation factor at 20 µM | 200,000 tested, 0.17% active;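 active means activation factor of 2 or more at 20 µM, a signal rise over negative controls twice the positive control's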
PPARg SRC-3 ag: promotes SRC-3 coactivator recruitment by human PPARgamma | P37231 | activation, % at 8 µM | biochemical PPARgamma/SRC-3 coactivator recruitment assay | 200,000 tested, 0.26% active | AID 731; in the data active means activation above about 23%;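 further: 0% = DMSO and 100% = reference agonist; some compounds past the cut are filed as inactive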
Target sequence (P37231 whole entry, looked up): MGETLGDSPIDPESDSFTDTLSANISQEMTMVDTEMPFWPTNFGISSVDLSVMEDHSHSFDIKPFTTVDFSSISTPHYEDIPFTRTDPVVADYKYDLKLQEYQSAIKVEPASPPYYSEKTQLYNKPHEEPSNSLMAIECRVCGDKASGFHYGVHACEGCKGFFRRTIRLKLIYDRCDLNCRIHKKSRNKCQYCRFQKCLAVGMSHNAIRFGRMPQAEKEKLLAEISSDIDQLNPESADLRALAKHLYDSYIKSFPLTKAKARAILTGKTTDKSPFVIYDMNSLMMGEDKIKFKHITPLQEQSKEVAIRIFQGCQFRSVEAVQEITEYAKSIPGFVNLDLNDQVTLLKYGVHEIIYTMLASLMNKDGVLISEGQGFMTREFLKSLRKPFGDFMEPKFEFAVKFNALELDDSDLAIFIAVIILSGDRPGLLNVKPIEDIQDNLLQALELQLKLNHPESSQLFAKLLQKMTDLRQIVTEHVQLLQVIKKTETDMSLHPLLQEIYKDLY
bIAP inh: intestinal alkaline phosphatase (bovine) inhibition; purified bovine IAP, CDP-star luminescence, 30 min; inhibition, % at 20 µM; 190,000 tested, under 10 active; AID 1019;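 active means over 50% inhibition of intestinal alkaline phosphatase at 20 µM in the single-dose screen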
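Incubation: 30 min reaction at room temperature / Material: purified bovine intestinal alkaline phosphatase (IAP) enzyme / Input: enzyme at 1/65,000,000 dilution / Dosing: 20 µM single dose / Signal: CDP-star luminescence signal / Reagent: CDP-star chemiluminescent phosphatase substrate, 30 µM final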
SRC2 TRFRET art: flags TR-FRET format artefacts in PPARgamma SRC-2 recruitment agonist screen. TR-FRET artefact counter-screen; active compounds read high. TR-FRET ratio at 8 µM. 200,000 tested, 0.4% active. AID 1049; in the data active means TR-FRET ratio above about 2000; further: inactives centre near 1500; reference of the scale not given here
TLR4 MyD88 comp: blocks binding of human TLR4 to MyD88. O00206+Q99836. HeLa CL3-4 TLR4/MyD88 BLA complementation, FRET ratio. inhibition, % at 8.4 µM. 200,000 tested, 0.18% active; in the data active means inhibition above about 25%;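 further: 0% = vehicle and 100% = reference inhibitor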
PPARg SRC2 recr: promotes SRC-2 coactivator recruitment by human PPARgamma. AID 1032. PPARgamma LBD-SRC-2 recruitment, biochemical. 200,000 tested, 0.34% active. P37231. activation, % at 8 µM; in the data active means activation above about 22%;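 further: 0% = vehicle and 100% = reference agonist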
DTT redox prof: compounds producing H2O2 with reducing agent – biochemical, NIH compound library profiling, artefact control for MLSCN library redox annotation, primary screen. DTT-dependent redox cycling H2O2, phenol red/HRP absorbance; 100% = 100 µM peroxide control, 0% = buffer. activation, % at 10 µM. 200,000 tested, 0.03% active;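 active means activation of at least 50% relative to the plate's high and low controls in the primary single-dose screen; inactive means activation below 50%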;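 further: compound incubated with DTT at 0.8 mM final as the reducing agent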
PPARg SRC-1 ag: promotes SRC-1 coactivator recruitment by human PPARgamma; P37231; PPARgamma-SRC-1 coactivator recruitment biochemical assay; activation, % at 8 µM; 200,000 tested, 0.41% active; AID 631; in the data active means activation above about 19%;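 further: 0% = DMSO and 100% = reference agonist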
L major viab: Leishmania major promastigote growth inhibition; AID 1063; 200,000 tested, 9% active; inhibition, % at 10 µM; Leishmania major promastigotes, resazurin fluorescence viability; in the data active means inhibition above about 50%;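 further: promastigotes grown with compound for 44 hours at 28 °C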
Active calls of the source: *; x = no result given.

The line under a structure holds: S1P3 antag, ROMK mod, bIAP activator, PPARg SRC-3 ag, bIAP inh, SRC2 TRFRET art, TLR4 MyD88 comp, PPARg SRC2 recr, DTT redox prof, PPARg SRC-1 ag, L major viab
- C#CCOCCOCCOCCNc1nc(N2CCN(C(=O)[C@H](CCCCN)n3cc(C(N)CC(C)C)nn3)CC2)nc(N2CCN(C(=O)[C@H](CCC(=O)O)n3cc(C(N)[C@H](C)CC)nn3)CC2)n1 (stereo partly drawn)
→ 3, x, 1.2, -1, -17, 1470, -1, -3, 0.8, -9, -7
- O=C1CC(N2CCN(c3cccc(C(F)(F)F)c3)CC2)C(=O)N1c1ccc(F)cc1 (stereo not drawn)
→ 12, x, 0.9, 2, 8, 1462, 1, -1, 2.2, 3, -12
- CCC(=O)NC(Nc1cc(C)cc(C)n1)(C(F)(F)F)C(F)(F)F
→ x, 0.47, 0.9, -4, 14, 1521, -14, -4, 1.0, -4, 0
- CC(=O)Oc1ccc(-c2ccc(C(=O)Nc3cccc(S(=O)(=O)N4CCOCC4)c3)cc2)cc1
→ 14, 0.45, 1, 3, -5, 1814, -10, 4, -2.0, -1, 15
- CC(C)C(c1nnnn1C1CCCC1)N1CCN(c2ccccc2F)CC1 (stereo not drawn)
→ -8, 0.15, 1, 4, 1, 1657, -5, -4, 1.2, 2, 33
- CCCCc1nc2ccccc2n2cc3c(=O)n(C)c(=O)n(C)c3c12
→ 3, x, x, -1, x, 1547, 1, -4, 0.1, -1, -1
- CCOC(=O)CSc1nnc(-c2ccc([N+](=O)[O-])cc2)o1
→ -8, -0.95, 1, 2, 4, 1541, -3, 0, -0.2, -4, -7
- O=C(NC(Cc1ccccc1)C(=O)O)/C(=C/c1ccco1)NC(=O)c1cccc([N+](=O)[O-])c1 (stereo not drawn)
→ -6, 0.62, 1.1, 1, -9, 1559, -4, -7, 0.9, 1, -2
- c1ccc(COC2CCCN(Cc3nc(-c4cccs4)no3)C2)nc1 (stereo not drawn)
→ 6, -0.018, 1.1, 5, -8, 1585, 0, 1, -1.1, 1, 0
- CCCNC(=O)OC[C@H]1O[C@H](CCO/N=C/C[C@@H]2C=C[C@H](OC(C)=O)[C@@H](COC(C)=O)O2)C=C[C@@H]1Oc1ccc(OC)cc1
→ -7, -0.39, 1, -1, -3, 1490, 0, 6, -0.7, 5, 4
- COC(=O)C(Cc1ccccc1)NC(=O)c1cccc(S(=O)(=O)N(C)C)c1 (stereo not drawn)
→ -7, 0.37, 1.1, 0, -6, 1629, -13, 3, 0.1, 2, 3
- COc1ccccc1N1CCN(C(=O)c2ccc3[nH]c4c(c3c2)CCCC4)CC1
→ -6, x, 1, -5, 1, 1676, -7, 2, 0.3, 10, 9
- Cc1nn2cc(-c3ccc(N)cc3)nc2s1
→ -35, 0.032, 0.9, 4, 10, 1504, -2, 9, -1.4, 9, 2
- CCOC(=O)C1CCCN(C(=O)c2sc3nc(-c4ccc(OC)cc4)cn3c2C)C1 (stereo not drawn)
→ 9, -0.34, 1.1, 0, -8, 1560, -7, 8, 0.5, 2, 100*
- CCCNC(=O)c1ccccc1NS(=O)(=O)c1ccc(OC)c(OC)c1
→ 2, x, 1, -2, 4, 1605, -8, 8, 2.7, -2, -3
- CC(C)OC(=O)Cn1cnc2ccc(Br)cc2c1=O
→ -2, 0.22, 1.1, 0, -6, 1389, 7, 2, 3.0, 4, -5
- Cc1ccc(S(=O)(=O)N2CCC(C(=O)NCCCOC(C)C)CC2)cc1
→ x, x, 1.1, -6, -11, 1404, 7, -5, 2.5, 2, -3
- CCC1(C)Cc2c(C#N)c(N)n(-c3ccccc3)c(=S)c2CO1 (stereo not drawn)
→ 1, 1.1, 1.1, 1, -7, 1471, 10, 4, -0.5, 3, 48
- COc1ccc(-c2csc(N3CCN(Cc4ccc5c(c4)OCO5)CC3)n2)cc1
→ -12, x, 0.9, -13, 7, 1454, -2, -9, 3.2, -2, 76*
- O=C(c1cccs1)N1CCN(C(=O)C(c2ccccc2)c2ccccc2)CC1
→ x, x, 1.1, 5, -6, 1666, -7, 10, 1.6, -4, 14
- Cc1c(C)n(C(=O)CN2CCN(c3ccccn3)CC2)c2ccccc12
→ -24, -1.1, 1, -3, -2, 1556, -1, 6, 1.2, 0, 3
- COc1ccccc1-c1nnn(C/C(N)=N/O)n1
→ -2, -0.15, 1, -1, -1, 1470, -6, -5, 0.3, -1, 72*
- CCCCNS(=O)(=O)c1cccc(S(=O)(=O)N2CCCC2)c1
→ -60, x, 0.9, 6, 13, 1691, -23, -1, -0.8, 1, -4
- O=C(NC1CCCCC1)C(c1ccccc1)N(Cc1ccco1)C(=O)Cn1cnc2ccccc21 (stereo not drawn)
→ 16, x, 1, 14, 2, 1599, -5, 7, -1.1, 6, 41
- O=C(NN=C1CCN(Cc2ccccc2)CC1)C(O)c1ccccc1 (stereo not drawn)
→ -23, 0.19, 0.9, 2, 6, 1555, -14, 5, -0.2, -1, 19
- COc1ccc(S(=O)(=O)N2CCCCC2)cc1NS(=O)(=O)c1ccccc1F
→ -10, -0.33, 0.9, -4, 11, 1346, -6, -3, -0.8, -6, 6
- CC(=O)N=c1sc2nc3ccccc3nc2n1N(C(C)=O)C(C)=O
→ -15, x, 1, 15, 5, 1906, 14, 26*, -2.5, 15, -3
- COc1ccc(CN2CC(C(=O)N3CCOCC3)CC2=O)cc1 (stereo not drawn)
→ x, 0.73, 0.9, 3, 12, 1621, -11, 0, 0.2, -2, -2
- CCN(CC)CCCNC(=O)c1ccc2c(Cl)c3c(nc2c1)CCCC3
→ -3, x, 0.9, -4, 12, 1620, -3, 1, -0.3, 9, 83*
- O=C1NC2(CCCCC2)N=C1c1ccccc1
→ -9, -0.67, 1, 1, -2, 1649, 3, -5, 0.3, 10, -4
- CCCC(=O)N1c2ccccc2[C@@H](N(C(C)=O)c2ccccc2)C[C@H]1C
→ -38, x, 1, 3, 1, 1689, -13, 1, -3.5, 7, -1
- CC1=[N+](C)c2ccc3ccccc3c2C1(C)C
→ 7, 0.16, 1, 5, 4, 1671, 12, 5, -1.0, 0, 93*
- Cc1onc(-c2ccccc2)c1C(=O)Nc1ccc(S(=O)(=O)NC2=NCCCCC2)cc1
→ -8, x, 1, 7, 1, 1389, 6, 0, -0.2, -6, -1
- C#CCOC(=O)CCCNc1ccc([N+](=O)[O-])cc1[N+](=O)[O-]
→ x, 0.41, 0.7, 0, 29, 1376, 0, 0, -7.3, -4, -3
- CCCCNC(=S)NNC(=O)c1csc(C)c1
→ x, x, 1, 4, -2, 1420, 5, 12, 0.6, 3, -5
- COc1ccccc1NS(=O)(=O)c1cccc(NC(=O)Nc2cccc(Cl)c2)c1
→ 8, -0.29, 0.9, 0, 10, 1393, -7, 4, -0.2, 0, 100*
- COC(=O)c1ccc(Oc2nc(Nc3ccc(F)cc3)nc(N3CCCC3)n2)cc1
→ 40, 0.34, 1, -2, 3, 1666, -7, 3, -4.5, 9, 2
- Cc1cccc(C)c1NC(=O)C(NC=O)c1ccccc1 (stereo not drawn)
→ x, -0.26, 0.9, 1, 8, 1642, -28, 4, -2.9, 6, -6
- O=C(NC1CCCC1)c1n[nH]c2ccccc12
→ 2, 0.022, 1, 5, -3, 1679, 6, -3, -1.6, 2, -1
- O=C(O)c1cc2c(cc1Cl)N1CCCCCC1=NS2(=O)=O
→ 4, -0.038, 1.1, 3, -6, 1753, 5, -2, -0.6, 1, -2
- COc1ccc(NC(=O)c2ccc3ccccc3n2)cc1S(=O)(=O)N1CCCCC1
→ -9, x, 0.9, 0, 7, 1503, -5, 3, 0.6, -4, 1
- COc1ccc2[nH]c(=O)c(CN(C(=O)NC3CCCCC3)C3CCCC3)cc2c1
→ -30, -2.8*, 1, -6, -4, 1320, -1, 2, -0.2, -2, 100*
- Cn1c(NC(=O)C(C)(C)Oc2ccc(Cl)cc2)cc(=O)n(C)c1=O
→ 4, x, 0.9, 6, 7, 1629, 3, 0, 0.0, 4, -4
- CCOC(=O)N1CCN(c2cc(=O)n(Cc3ccc(F)cc3)c(=O)[nH]2)CC1
→ 19, 0.26, 0.8, -2, 16, 1574, -1, 11, 0.8, -6, 1
- COc1cccc(NC(=S)N2CCN(C(c3ccccc3)c3ccccc3)CC2)c1
→ -19, 0.47, 1, 1, 3, 1595, -19, 5, -0.2, -4, 11
- CCN(CC)S(=O)(=O)c1ccc(NC(=O)c2cc(=O)[nH]c3ccccc23)cc1
→ -12, 0.24, 1.1, 1, -6, 1553, 0, 9, 0.4, -1, -6
- CCN1CCN(c2ccc(NC(=O)c3cccc4ncccc34)cc2)CC1
→ -14, x, 0.9, 3, 9, 1441, 12, -1, 1.9, 3, -1
- c1ccc(CCn2c(SCc3ccccc3)nnc2-c2ccncc2)cc1
→ x, -2.6, 1, 1, -3, 1433, 15, -3, 0.8, -6, 14
- O=C1CC(N2CCCCC2)C(=O)N1c1ccccc1 (stereo not drawn)
→ x, x, 0.9, -1, 11, 1343, 7, -1, 1.4, -2, 3
- O=C(CNC(=O)c1cc(=O)[nH]c2ccccc12)Nc1ccc(F)c(F)c1
→ -2, 0.62, 0.9, 2, 9, 1478, 8, 1, 0.2, 3, 2
- Cc1ccc(/C=[N+](\[O-])c2ccc(N(C)C)cc2)c2nsnc12
→ -9, x, 0.9, 11, 7, 1862, 0, 10, -0.7, 27*, 32
- N#CC1(Cc2ccccc2)c2ccccc2C=CN1C(=O)c1ccccc1 (stereo not drawn)
→ x, -0.49, 0.7, 6, 32, 1455, 4, 1, 0.0, -1, 82*

Among those listed so far, seven have fluorine.
The line under a structure holds: S1P3 antag, ROMK mod, bIAP activator, PPARg SRC-3 ag, bIAP inh, SRC2 TRFRET art, TLR4 MyD88 comp, PPARg SRC2 recr, DTT redox prof, PPARg SRC-1 ag, L major viab
- O=C1CC(N2CCN(c3cccc(C(F)(F)F)c3)CC2)C(=O)N1c1ccc(F)cc1 (stereo not drawn)
→ 12, x, 0.9, 2, 8, 1462, 1, -1, 2.2, 3, -12
- CCC(=O)NC(Nc1cc(C)cc(C)n1)(C(F)(F)F)C(F)(F)F
→ x, 0.47, 0.9, -4, 14, 1521, -14, -4, 1.0, -4, 0
- CC(C)C(c1nnnn1C1CCCC1)N1CCN(c2ccccc2F)CC1 (stereo not drawn)
→ -8, 0.15, 1, 4, 1, 1657, -5, -4, 1.2, 2, 33
- COc1ccc(S(=O)(=O)N2CCCCC2)cc1NS(=O)(=O)c1ccccc1F
→ -10, -0.33, 0.9, -4, 11, 1346, -6, -3, -0.8, -6, 6
- COC(=O)c1ccc(Oc2nc(Nc3ccc(F)cc3)nc(N3CCCC3)n2)cc1
→ 40, 0.34, 1, -2, 3, 1666, -7, 3, -4.5, 9, 2
- CCOC(=O)N1CCN(c2cc(=O)n(Cc3ccc(F)cc3)c(=O)[nH]2)CC1
→ 19, 0.26, 0.8, -2, 16, 1574, -1, 11, 0.8, -6, 1
- O=C(CNC(=O)c1cc(=O)[nH]c2ccccc12)Nc1ccc(F)c(F)c1
→ -2, 0.62, 0.9, 2, 9, 1478, 8, 1, 0.2, 3, 2
